# FN deposition inh = fibronectin deposition inhibition; AH1F fibroblasts, Alexa488-fibronectin deposition fluorescence, overnight; inhibition, % at 12.6 µM; actives 0.086% (n = 350,000); AID 743247;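 active = mean inhibition across replicates of 30% or more, regardless of how many single replicates reach that level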;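 note: positive control wells lacked labelled fibronectin entirely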
#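 Material: AH1F fibroblasts assembling fluorescent fibronectin matrix; amount: 10000 AH1F cells/well; medium: DMEM, 2% serum; reagent: Alexa488-fibronectin, 24 nM final in well; dosing: single compound dose, delivered by pin transfer; incubation: 1 h adhesion, overnight exposure; detection: fluorescence after three HBSS washes, excitation 485 nm, emission 525 nm; measure: fibronectin deposition inhibition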
# PAX8 reporter = PAX8 transcriptional activity inhibition. RMG-I TPO-luciferase reporter, SteadyGlo, 24 h. inhibition, % at 12.6 µM. actives 1.2% (n = 360,000);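 active = mean replicate inhibition at least 60% with every replicate also reaching 60%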;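 note: luciferase light reporting Pax8 driven TPO promoter activity; plate controls were median of neutral control wells for no effect and mitoxantrone controls for full effect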
# LGR2 antag = inhibitors of bursicon-induced Drosophila LGR2 receptor cAMP signaling; inhibition, % at 9.99 µM; actives 0.35% (n = 380,000); HEK293 LGR2, CRE-luciferase, bursicon-stimulated, 4 h;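 active = drop in luminescence signal, shown as inhibition above about 50% in the replicate tests, limit read from the data, passing the limit was not always enough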;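 note: agonist challenge used bursicon conditioned medium at about half maximal strength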
# EWS-Fli inh = inhibitors of EWS/Fli oncoprotein transcriptional activity; A673 NR0B1-luciferase reporter, viability-normalised; inhibition, % at 12.6 µM; actives 0.67% (n = 350,000);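 active = mean inhibition of at least 50% after viability correction, with every replicate also passing that limit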;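 note: firefly luciferase signal divided by Alamar Blue viability fluorescence both relative to DMSO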
# S100A4 inh HTS = S100A4-myosin IIA interaction inhibition; S100A4/TAMRA-MyoIIA peptide fluorescence polarization; actives 0.14% (n = 360,000); inhibition, % at 10.7 µM; AID 652163;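 active = mean inhibition of at least 70% across replicates, with every replicate also reaching that level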
# Target sequence (P26447 whole entry, looked up): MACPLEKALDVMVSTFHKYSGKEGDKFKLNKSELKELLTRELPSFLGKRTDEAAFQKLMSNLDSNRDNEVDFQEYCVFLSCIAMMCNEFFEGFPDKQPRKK
#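 Assay system: human S100A4 monomer with TAMRA-labelled myosin IIA peptide / Buffer or medium: Calcium-containing HEPES buffer, pH 7.2 / Reagent: TAMRA-labelled myosin IIA heavy-chain peptide probe, 5 nM / Compound: one dose per compound / Timing: polarization read 5 min after assay mix addition, stable 5–60 min / Benchmarks: neutral control DMSO, positive control TFP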
# PglD DTNB = blocks C. jejuni PglD acetyltransferase activity | actives 0.098% (n = 360,000) | inhibition, % at 12.5 µM | purified PglD enzyme, DTNB colorimetric CoA detection; in the data active = inhibition above about 16%, passing the limit was not always enough; note: strong numbers were not always called active
# PGC1a acetyl inh = lowers PGC1a acetylation signal in U2OS cells; AlphaScreen anti-acetyl-lysine; with virally co-expressed GCN5 acetyltransferase; inhibition, % at 15.6 µM; actives 0.17% (n = 350,000); AID 651687;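 active = every replicate shows inhibition of at least 40%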;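 note: 0% = neutral control wells and 100% = positive control wells; some results beyond the cut were filed as inactive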
# ERAP1 inh = ERAP1 (human) enzyme inhibition; Q9NZ08; recombinant ERAP1, Leu-AMC fluorescence, 60 min; inhibition, % at 10.7 µM; actives 0.15% (n = 340,000); AID 652197;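 active = mean replicate inhibition of at least 30%, or all replicates individually reaching that 30% level; inactive = mean below 30% and not every replicate reaching it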;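 note: 0% = neutral control wells and 100% = L-leucinethiol positive control wells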
# Target sequence (Q9NZ08 whole entry, looked up): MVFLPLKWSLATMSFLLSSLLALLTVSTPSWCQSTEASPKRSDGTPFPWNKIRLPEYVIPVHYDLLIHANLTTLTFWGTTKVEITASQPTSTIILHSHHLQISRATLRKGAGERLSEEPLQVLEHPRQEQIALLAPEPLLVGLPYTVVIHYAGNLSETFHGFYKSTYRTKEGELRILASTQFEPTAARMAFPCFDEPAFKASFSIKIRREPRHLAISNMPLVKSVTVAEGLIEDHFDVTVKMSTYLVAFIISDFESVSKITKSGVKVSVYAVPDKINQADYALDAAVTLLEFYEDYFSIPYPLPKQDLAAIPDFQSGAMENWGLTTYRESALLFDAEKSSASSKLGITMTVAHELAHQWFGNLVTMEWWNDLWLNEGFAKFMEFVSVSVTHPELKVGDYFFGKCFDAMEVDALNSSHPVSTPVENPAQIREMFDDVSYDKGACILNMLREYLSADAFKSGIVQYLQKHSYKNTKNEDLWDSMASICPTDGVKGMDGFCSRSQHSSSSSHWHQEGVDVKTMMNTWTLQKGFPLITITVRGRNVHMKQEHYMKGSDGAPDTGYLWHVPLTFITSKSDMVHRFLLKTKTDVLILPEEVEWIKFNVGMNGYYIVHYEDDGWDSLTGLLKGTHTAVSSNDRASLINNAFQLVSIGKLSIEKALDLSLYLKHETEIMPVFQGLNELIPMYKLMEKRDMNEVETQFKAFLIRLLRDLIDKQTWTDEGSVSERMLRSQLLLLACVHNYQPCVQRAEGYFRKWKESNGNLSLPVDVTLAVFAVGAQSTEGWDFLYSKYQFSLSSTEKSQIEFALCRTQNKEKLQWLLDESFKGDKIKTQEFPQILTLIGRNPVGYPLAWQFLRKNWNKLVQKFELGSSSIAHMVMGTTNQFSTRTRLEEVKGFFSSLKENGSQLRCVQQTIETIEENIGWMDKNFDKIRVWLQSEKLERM
# An asterisk follows results filed as active; nt = no result given.
entry	structure	FN deposition inh	PAX8 reporter	LGR2 antag	EWS-Fli inh	S100A4 inh HTS	PglD DTNB	PGC1a acetyl inh	ERAP1 inh
1	Cc1ccc2c(c1)C(=O)CCCCC(=O)N2	7.7	-0.4	-18.4	-1.3	1.3	nt	2.7	5.8
2	CSc1ccc(Cl)c(C(=O)OCC(=O)N2CCNC2=O)c1	4.8	-13.7	-15.2	0.5	-23.1	2.6	-2.4	1.3
3	CCN(CC(=O)Nc1c(F)cccc1F)C(=O)c1nc2nccc(C)n2n1	1.6	-5.3	16.5	-0.1	0.1	-0.5	-2.0	-3.5
4	O=S(=O)(c1ccccc1Br)N(Cc1ccccc1)CC(O)COCc1ccccc1 (centres undefined)	-2.4	11.7	8.1	6.0	-3.1	1.1	nt	nt
5	CCOc1nc(N2CCOCC2)nc(C)c1[N+](=O)[O-]	0.5	-14.8	nt	5.7	0.7	nt	9.9	0.8
6	COc1ccc(NC(=O)CCn2c(=S)[nH]c3ccccc3c2=O)cc1OC	5.1	-19.7	-2.2	-8.2	0.5	0.6	-7.2	-1.2
7	Cn1c(N)c(C(=O)COC(=O)Cc2ccc(Br)cc2)c(=O)n(C)c1=O	3.4	1.8	13.0	-1.5	13.6	6.3	-1.5	-4.6
8	COc1ccccc1/C=N/NC(=O)c1sc(C)nc1C	-0.7	-6.4	-2.6	-5.0	0.4	-3.2	12.8	4.7
9	COCc1ccc(CN2CCC(n3nccc3NC(=O)c3ccc4c(c3)OCO4)CC2)o1	-0.5	2.7	-34.4	2.4	1.0	-2.1	-54.1	3.6
10	O=C(NNC(=O)c1csc(-c2cccnc2)n1)Nc1ccc(Cl)cc1	5.3	19.6	4.6	3.3	0.2	nt	-4.8	-3.8
11	O=C(COc1ccc(S(=O)(=O)NC2CCCCC2)cc1)NC1CCCC1	-6.0	6.2	2.0	7.1	-0.5	-1.6	1.6	-1.3
12	CCOC(=O)c1cccc(NC(=O)CS(=O)(=O)Cc2nc(-c3cccc(OC)c3)oc2C)c1	-0.2	36.0	3.9	nt	1.7	3.6	1.4	5.4
13	O=C(C[C@@H]1CC[C@H]2NC[C@H](O)COC[C@@H]2O1)Nc1ccccc1	-3.8	-25.6	0.4	-33.7	0.2	3.0	5.0	-2.3
14	Cc1ccc(S(=O)(=O)N2CCCC2)cc1S(=O)(=O)N1CCCC1	-1.7	-6.7	nt	nt	nt	1.8	6.8	nt
15	O=C(CCn1nc(-c2ccccc2)ccc1=O)NCCCN1CCCCCC1	-2.7	54.2	3.0	3.3	3.1	nt	nt	3.1
16	CN(C)C(CNc1ncnc2sccc12)c1ccccc1 (centres undefined)	7.0	18.8	nt	-7.7	14.5	5.3	nt	4.7
17	Cc1ccc(C)c(-n2cc(CN3CCN(C(=O)c4ncn[nH]4)CC3)c(-c3ccccc3)n2)c1	2.6	-2.6	41.5	14.0	-3.1	0.5	-5.3	2.1
18	Cc1ccccc1NC1=NC(=S)N(CC(N)=O)C12CCOC(C)(C)C2 (centres undefined)	-0.8	-5.9	5.6	-2.0	-2.0	-5.5	5.7	-0.3
19	CCCC[C@@]1(C2CCCC2)Cc2cc(OCC(=O)O)c(Cl)c(Cl)c2C1=O	-9.1	29.0	nt	12.0	-0.4	2.6	95.0*	1.3
20	CCOC(=O)c1ccc(NCc2cccnc2)cc1	-0.3	-2.6	-20.6	-48.7	-2.7	-4.1	nt	nt
21	CC1(C)CC(=O)C(C(c2ccc3c(c2)OCO3)C2C(=O)CC(C)(C)CC2=O)C(=O)C1	-6.7	-17.8	-6.9	3.9	3.4	nt	nt	2.1
22	CCCN(C)C[C@H]1Oc2ncc(Br)cc2C(=O)N([C@@H](C)CO)C[C@H]1C	-1.2	nt	21.3	-0.7	12.2	1.0	16.4	0.1
23	Cc1cccc(C)c1NC(=O)COC(=O)c1cc[n+]([O-])cc1	8.6	-0.3	3.2	-3.6	-2.2	4.4	nt	-5.0
24	CC(C)(C)c1ccc(S(=O)(=O)N2CCN(C(=O)C3CCC3)CC2)cc1	10.9	nt	-3.1	5.5	-1.4	-5.7	-3.1	-2.1
25	C[C@@H]1CN([C@@H](C)CO)C(=O)c2cc(NS(=O)(=O)c3ccc(F)cc3)ccc2O[C@@H]1CN(C)Cc1ccc(-c2ccccc2)cc1	nt	nt	-2.6	17.5	0.3	1.5	7.6	0.4

# Only FN deposition inh and S100A4 inh HTS, for some of the entries so far:
No.	Compound	FN deposition inh	S100A4 inh HTS
9	COCc1ccc(CN2CCC(n3nccc3NC(=O)c3ccc4c(c3)OCO4)CC2)o1	-0.5	1.0
10	O=C(NNC(=O)c1csc(-c2cccnc2)n1)Nc1ccc(Cl)cc1	5.3	0.2

# Continuation:
entry	structure	FN deposition inh	PAX8 reporter	LGR2 antag	EWS-Fli inh	S100A4 inh HTS	PglD DTNB	PGC1a acetyl inh	ERAP1 inh
26	CC(=O)Nc1ccc(Oc2cc(N)cc([N+](=O)[O-])c2)cc1	-6.7	-5.1	-16.9	-2.2	-7.2	nt	nt	-1.1
27	NC(=O)C1CCCN(C(=O)CCC(=O)c2cccs2)C1 (centres undefined)	-5.8	nt	-1.3	1.9	-2.6	2.0	6.5	-0.2
28	COC(=O)C1=C(C)N(Cc2cccc(C(F)(F)F)c2)C(=NCc2ccc3c(c2)OCO3)NC1c1cccc(Cl)c1 (centres undefined)	5.2	33.2	38.1	28.5	4.2	nt	nt	0.0
29	CCC(=O)N[C@@H]1CC[C@@H](CC(=O)NCc2cc(F)cc(F)c2)O[C@@H]1CO	2.9	6.6	-11.0	0.3	12.7	0.9	-3.1	-1.1
30	Cc1ccc(NC(=O)COC(=O)c2ccco2)cc1S(=O)(=O)N1CCCCC1	-1.5	3.9	-21.5	5.2	-4.1	2.9	-3.8	-5.7
31	COc1ccc(CNC(=O)C2CCC(CNC(=O)[C@@H]3Cc4ccccc4CN3)CC2)cc1 (some centres undefined)	-5.3	10.3	-8.2	nt	-6.1	-0.1	8.8	-1.3
32	COc1ccc(OC)c(S(=O)(=O)Nc2c(C)nn(C)c2C)c1	1.6	1.6	6.3	-1.8	0.1	2.9	1.0	-0.1
33	CN(C)C(=O)c1cccc(-c2ccc3c(c2)[C@@H]2[C@@H](CCN2Cc2ccccc2F)[C@@H](CO)N3)c1	13.9	4.3	3.6	3.1	nt	0.4	8.7	nt
34	COc1ccc(N2C(=O)C(O)C2c2ccc(C)cc2)cc1 (centres undefined)	6.8	25.6	-9.1	4.1	-1.9	nt	nt	-2.2
35	O=C(C1CCN(S(=O)(=O)c2ccc(Br)s2)CC1)N1CCN(C2CCCCC2)CC1	10.8	23.0	nt	-5.1	-1.9	nt	-1.6	6.0
36	CCOc1ccc(-n2cnc3c(=O)[nH]c(N)nc32)cc1	3.9	2.1	5.0	-0.8	1.4	-3.2	nt	-2.3
37	CC(C)(C)S(=O)(=O)N1Cc2cc(CO)cc(CCO)c2[C@@H]1CCO	-4.1	-4.0	3.7	-14.7	-2.4	-1.5	-1.1	-1.6
38	CCN(CC(=O)NCc1cccs1)S(=O)(=O)c1ccc([N+](=O)[O-])cc1	1.3	6.3	27.9	7.5	-23.6	nt	-1.3	1.0
39	O=C(COC(=O)CN1C(=O)c2ccccc2C1=O)NC1CCCC1	3.4	8.7	3.5	8.1	-0.2	-1.9	-6.9	0.7
40	O=C(C1CCN(c2ncnc3c2nc2n3CCCCC2)CC1)N1CCN(c2ccc(F)cc2)CC1	2.2	-3.9	3.3	4.6	12.9	4.0	-0.7	5.6
41	CCc1nc2c(OCC(=O)c3ccc(F)cc3)cccn2c1N(C)C(=O)COc1ccccc1	-2.8	9.3	-19.3	-9.5	-4.9	3.2	-21.8	-1.8
42	COc1ccc2c3c([nH]c2c1)[C@H](CO)N(Cc1ccc(F)cc1)CC31CCN(C)CC1	nt	20.7	14.2	-9.2	14.3	nt	-15.6	0.1
43	NNC(=O)COc1ccc(F)cc1	2.0	-0.5	0.9	-0.2	1.1	nt	nt	2.3
44	CC(C)(C)c1ccc(C(=O)N2CCN(Cc3ccccc3)CC2)cc1	-2.7	6.6	-0.3	1.2	0.8	2.7	nt	0.5
45	COCC(=O)N1C[C@@H](C)[C@H](OC)CN(C)C(=O)c2cc(NC(=O)c3ccc(F)cc3)ccc2OC[C@@H]1C	-9.9	nt	5.0	3.1	0.5	-0.9	-3.0	0.2
46	O=C(c1ccc2nc(Cc3cccc(Cl)c3)oc2c1)N1CCC(CO)CC1	-2.4	7.9	7.8	nt	3.5	3.2	18.1	-1.0
47	COc1ccccc1C(=O)Nc1ccc2c(c1)OC[C@@H](C)N(CC1CC1)C[C@H](C)[C@@H](OC)CN(C)C2=O	12.8	nt	5.6	8.6	nt	nt	-11.1	nt
48	OC[C@H]1O[C@@H](c2nc3ccc(-c4nc(-c5ccc(Br)cc5)no4)cc3[nH]2)C[C@@H]1O	-1.7	-257.0	-38.0	-110.0	2.8	2.4	1.3	1.2
49	Cc1nc(-c2ccc(S(=O)(=O)N3CCN(Cc4ccccc4)CC3)s2)cs1	-17.5	-16.4	11.7	5.2	-1.7	-2.3	nt	1.5
50	COc1ccc(S(=O)(=O)N(C)C[C@H]2Oc3ccc(NC(=O)c4ccncc4)cc3C(=O)N([C@@H](C)CO)C[C@@H]2C)cc1	nt	nt	23.5	-15.1	8.3	0.0	3.3	-2.4

# Continued; it opens with the 2 that closed the last part.
# Each structure is followed by: FN deposition inh, PAX8 reporter, LGR2 antag, EWS-Fli inh, S100A4 inh HTS, PglD DTNB, PGC1a acetyl inh, ERAP1 inh
49: Cc1nc(-c2ccc(S(=O)(=O)N3CCN(Cc4ccccc4)CC3)s2)cs1
 : -17.5, -16.4, 11.7, 5.2, -1.7, -2.3, nt, 1.5
50: COc1ccc(S(=O)(=O)N(C)C[C@H]2Oc3ccc(NC(=O)c4ccncc4)cc3C(=O)N([C@@H](C)CO)C[C@@H]2C)cc1
 : nt, nt, 23.5, -15.1, 8.3, 0.0, 3.3, -2.4
51: Nc1nc(NCc2ccco2)nc(N2CCOCC2)c1[N+](=O)[O-]
 : 9.1, 2.1, -5.8, 6.4, -5.1, nt, 5.3, 5.8
52: Cc1cc2c(cc1C)NC(=O)CC(C(F)(F)C(F)(F)C(F)(F)F)=N2
 : -0.1, 3.8, nt, nt, nt, 3.4, 12.1, nt
53: CO[C@@H]1CN(C)C(=O)c2cc(NC(=O)c3ccc4c(c3)OCO4)ccc2OC[C@H](C)N(CCC(F)(F)F)C[C@H]1C
 : -6.0, -3.8, 1.3, 11.2, 15.5, -0.6, -1.0, 0.7
54: Cc1noc(C)c1NC(=O)N(C)C[C@@H]1OCc2cn(nn2)CCCC(=O)N([C@H](C)CO)C[C@@H]1C
 : -5.0, 6.6, -9.6, 10.5, nt, nt, 2.5, nt
55: COC(=O)c1ccc(NC(=O)C23CC4CC(C2)CC(n2cncn2)(C4)C3)cc1
 : -0.5, 11.6, nt, nt, nt, -4.9, -16.4, nt
56: COCCn1c(-c2ccccc2)nc2ccccc21
 : 2.0, -19.5, -10.2, nt, nt, 0.1, 2.8, nt
57: CN(Cc1cccs1)C(=O)CCc1ccc(S(=O)(=O)N2CCOCC2)cc1
 : 10.2, -4.7, nt, nt, nt, 2.0, 3.5, nt

# High-throughput results (PubChem BioAssay)
